Screening data (PubChem)
E-sel inducer = induces E-selectin expression in human endothelial cells | activation, % at 7.58 µM | P16581 | HUVEC E-selectin immunofluorescence imaging; normalized: neutral wells 0, TNF-alpha wells 100 | hit rate 0.37% among 260,000;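 active = mean E-selectin-positive cell signal at least 10% of the positive control, reached in at least 60% of replicates, without over 20% cell loss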;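 also: in these data hits start at about 27%; measured in HUVEC primary endothelial cells; signal is the percent of cells scored E-selectin positive by PE staining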
Target sequence (P16581 whole entry, looked up): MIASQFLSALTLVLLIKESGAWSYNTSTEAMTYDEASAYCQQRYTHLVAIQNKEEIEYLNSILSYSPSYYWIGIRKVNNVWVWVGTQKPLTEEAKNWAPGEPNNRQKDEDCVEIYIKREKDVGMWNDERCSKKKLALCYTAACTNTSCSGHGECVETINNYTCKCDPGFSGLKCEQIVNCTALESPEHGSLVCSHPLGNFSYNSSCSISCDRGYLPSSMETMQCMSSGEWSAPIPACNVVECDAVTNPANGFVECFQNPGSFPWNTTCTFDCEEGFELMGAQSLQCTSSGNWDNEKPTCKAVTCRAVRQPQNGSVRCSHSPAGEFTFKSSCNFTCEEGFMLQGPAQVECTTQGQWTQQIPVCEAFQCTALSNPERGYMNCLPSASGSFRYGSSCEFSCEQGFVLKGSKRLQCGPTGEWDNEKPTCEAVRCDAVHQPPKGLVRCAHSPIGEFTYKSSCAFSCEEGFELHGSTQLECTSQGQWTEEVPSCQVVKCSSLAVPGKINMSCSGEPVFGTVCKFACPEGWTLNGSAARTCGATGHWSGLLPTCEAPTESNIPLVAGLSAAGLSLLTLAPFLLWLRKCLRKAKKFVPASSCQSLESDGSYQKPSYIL
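Material: HUVEC primary endothelial cells; Amount: 3,000 cells per well; Dosing: single concentration; Medium: EGM-2 growth medium on 0.1% gelatin-coated wells; Read-out basis: percent E-selectin-positive cells; Signal: immunofluorescence imaging; Control set: TNF-alpha, DMSO.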
ERAP1 inh = blocks human ERAP1 aminopeptidase activity; Q9NZ08; recombinant ERAP1, Leu-AMC fluorescence, 60 min; inhibition, % at 10.7 µM; hit rate 0.15% among 340,000; AID 652197;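 active = mean replicate inhibition of at least 30%, or all replicates individually reaching that 30% level; inactive = mean below 30% and not every replicate reaching it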;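 also: 0% = neutral control wells and 100% = L-leucinethiol positive control wells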
RAD52 anneal inh = inhibitors of human RAD52 DNA annealing. AID 651710. inhibition, % at 18.7 µM. hit rate 0.46% among 360,000. P43351. recombinant RAD52 DNA annealing, FRET fluorescence;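 active = every replicate showing at least 50% inhibition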
XiGFP reactiv = reactivates the inactive X chromosome in mouse fibroblasts; XiGFP mouse fibroblasts, % GFP-positive cells imaging, 3 d; cells co-treated with 5-aza-dC sensitizer; scaled so ellipticine positive control = 100%; activation, % at 7.58 µM; hit rate 0.055% among 360,000;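 active = mean normalized replicate activation at least 10% and every replicate at or above 10%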;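 also: 0% = median of on-plate neutral control wells and 100% = ellipticine 6 µM median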
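material = 68-5-11 XiGFP fibroblast line | medium = DMEM plus 5-aza-dC sensitizer | schedule = 3 days compound exposure | benchmarks = positive control ellipticine, 6 µM final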
esBAF inh = inhibitors of esBAF chromatin remodeling in mouse ES cells | Bmi1-luciferase knock-in reporter, 24 h; 100% = twice the neutral-well signal | reporter increase, % at 12.5 µM | hit rate 2% among 350,000; in the data active = activation above about 40%;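 also: 0% = median of the plate's neutral control wells and 100% = double that signal; a rise in the Bmi1 reporter signal indicates esBAF inhibition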
RAD54 inh = blocks human RAD54 Holliday junction branch migration; Q92698; FAM/BHQ fluorescence; inhibition, % at 10.4 µM; hit rate 0.14% among 360,000; AID 602329;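 active = mean normalized replicate activity at least 40 and at least half of replicates scoring 40 or more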;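 also: 0% = median of neutral control wells and 100% = median of positive control wells; inhibitors cause a drop in the FAM fluorescence signal; in these data hits start at about 50%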
ERp5 block = blocks human ERp5 reductase activity on insulin. AID 651711. ERp5 insulin aggregation, absorbance 650 nm, 90 min. Q15084. hit rate 0.05% among 350,000. inhibition, % at 9.99 µM;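 active = mean replicate inhibition above about 25%, with every replicate also reaching it, limit read from the data, passing the limit was not always enough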
Target sequence (Q15084 whole entry, looked up): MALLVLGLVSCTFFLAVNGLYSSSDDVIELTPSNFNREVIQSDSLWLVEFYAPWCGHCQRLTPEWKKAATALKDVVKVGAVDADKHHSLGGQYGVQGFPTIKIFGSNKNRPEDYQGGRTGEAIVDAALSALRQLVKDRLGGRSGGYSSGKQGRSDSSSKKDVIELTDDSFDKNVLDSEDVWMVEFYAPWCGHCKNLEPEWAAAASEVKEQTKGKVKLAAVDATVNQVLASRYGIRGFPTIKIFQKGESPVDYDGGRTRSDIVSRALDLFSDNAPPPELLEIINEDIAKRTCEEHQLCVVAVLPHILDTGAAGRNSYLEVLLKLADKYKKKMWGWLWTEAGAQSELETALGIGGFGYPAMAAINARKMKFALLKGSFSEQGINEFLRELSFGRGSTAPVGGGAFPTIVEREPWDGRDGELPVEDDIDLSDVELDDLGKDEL
S100A4 MyoIIA = S100A4-myosin IIA interaction inhibition; S100A4/TAMRA-MyoIIA peptide fluorescence polarization; inhibition, % at 10.7 µM; P26447; AID 652163; hit rate 0.14% among 360,000;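 active = mean inhibition of at least 70% across replicates, with every replicate also reaching that level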
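Assay system: human S100A4 monomer with TAMRA-labelled myosin IIA peptide / Buffer or medium: Calcium-containing HEPES buffer, pH 7.2 / Reagent: TAMRA-labelled myosin IIA heavy-chain peptide probe, 5 nM / Compound: one dose per compound / Timing: polarization read 5 min after assay mix addition, stable 5–60 min / Benchmarks: neutral control DMSO, positive control TFP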
The depositor's hits bear a star; . = no result given.

[1] CC(NC(=O)C1CCCN1S(=O)(=O)c1cccc2cccnc12)c1ccccc1 (centres undefined)
[2] CC(=O)c1cnc2sccn2c1=O
[3] C[C@H](CO)N1C[C@H](C)[C@@H](CN(C)Cc2ccc(C(F)(F)F)cc2)OCCCC[C@H](C)Oc2ccc(NS(=O)(=O)c3cccs3)cc2C1=O
[4] Cc1ccc(-c2nnc(N3CCN(C(=O)COc4cccc(C)c4)CC3)c3ccccc23)cc1
[5] O=C(c1ccc2c(c1)OCO2)N1CCC2(CC1)Oc1ccc(F)cc1C(=O)C21CC(c2ccc(Cl)cc2)=NO1 (centres undefined)
[6] O=C1CCCC/C1=C\Nc1ccc(O)cc1
[7] CC(C)c1ccc(/C=C2\SC(=O)N(CC(=O)NCCCn3ccnc3)C2=O)cc1
[8] Cc1c(CC(=O)O)c(=O)oc2cc3occ(-c4ccccc4)c3cc12
[9] O=C(NC1CCCCC1)N1CC2(C1)[C@@H](c1ccccc1)[C@@H](CO)N2CC1CC1
[10] CC1(C(=O)Nc2ccc3c(c2)OCCO3)CSCC(=O)N1CCCN1CCOCC1 (centres undefined)

compound no.	1	2	3	4	5	6	7	8	9	10
E-sel inducer	.	.	0.4	-0.3	0.4	.	.	-0.1	0.0	0.3
ERAP1 inh	5.1	1.2	0.9	-5.1	0.5	7.3	-2.4	-1.9	5.1	-3.8
RAD52 anneal inh	-16.7	3.6	-24.7	-22.9	-16.0	-7.2	-1.6	-27.0	-1.2	-5.1
XiGFP reactiv	-0.2	0.0	-0.4	0.1	0.0	.	0.0	0.3	0.0	-0.1
esBAF inh	-6.4	-2.6	-1.3	-2.4	-0.1	.	36.9	2.0	.	.
RAD54 inh	1.8	-0.9	-7.2	.	-2.5	-4.3	9.7	3.2	.	.
ERp5 block	-1.3	1.7	-1.0	0.8	-5.1	-7.1	.	-0.2	16.7	-0.6
S100A4 MyoIIA	0.5	-1.1	36.9	-0.2	-4.3	7.9	21.5	-2.3	-6.1	2.0

[11] CC(C)CC(NC(N)=O)C(=O)Nc1ccc(Cl)c(Cl)c1 (centres undefined)
[12] Cc1c(NC(=O)CSCc2ccc(Br)cc2)c(=O)n(-c2ccccc2)n1C
[13] O=C(COC(=O)c1n[nH]c2ccccc12)Nc1ccc(Cl)cc1[N+](=O)[O-]
[14] CCOC(=O)C(=CNc1ccc(NC2=NCC(C)(C)S2)cc1)C(=O)OCC
[15] CCCC#Cc1ccc([C@H]2[C@H](CO)N3C(=O)CN(C(=O)Nc4cc(F)ccc4F)C[C@@H]23)cc1
[16] Cc1ccc(S(=O)(=O)N[C@H]2CC[C@@H](CC(=O)NCCN3CCCCC3)O[C@@H]2CO)cc1
[17] C[C@H]1CN([C@@H](C)CO)C(=O)CCCn2cc(nn2)CO[C@H]1CN(C)S(=O)(=O)c1ccc(-n2cccn2)cc1
[18] C[C@@H](C(=O)NC1CCCC1)N1C(=O)N2CCc3c([nH]c4ccccc34)[C@@]2(C)C1=O
[19] O=C1NC2(CCCCCC2)N=C1c1ccc(Br)cc1
[20] COc1ccc(CCNC(=O)C(=O)NCCC2CCCCN2S(=O)(=O)c2ccccc2)cc1 (centres undefined)

compound no.	11	12	13	14	15	16	17	18	19	20
E-sel inducer	8.2	0.3	.	.	-0.4	0.2	0.3	.	-1.1	-2.1
ERAP1 inh	-0.8	0.1	0.1	0.6	1.1	-0.8	-0.4	5.1	.	4.1
RAD52 anneal inh	6.0	-11.2	-11.1	-1.8	-5.4	-7.2	10.8	-9.5	-7.1	-8.7
XiGFP reactiv	0.0	0.0	0.0	-0.1	0.8	0.4	0.4	.	1.2	0.0
esBAF inh	.	-2.8	.	.	.	1.4	.	0.4	8.9	0.3
RAD54 inh	.	-1.1	.	.	.	6.8	.	8.9	.	.
ERp5 block	-3.4	-1.7	4.4	-0.5	0.0	-3.5	-0.3	4.5	6.1	-5.5
S100A4 MyoIIA	-0.9	0.2	7.0	3.4	4.8	-9.4	-3.1	-7.4	4.2	-6.4

Limited to RAD52 anneal inh, RAD54 inh and ERAP1 inh (two entries from above):
cpd	compound	RAD52 anneal inh	RAD54 inh	ERAP1 inh
16	Cc1ccc(S(=O)(=O)N[C@H]2CC[C@@H](CC(=O)NCCN3CCCCC3)O[C@@H]2CO)cc1	-7.2	6.8	-0.8
17	C[C@H]1CN([C@@H](C)CO)C(=O)CCCn2cc(nn2)CO[C@H]1CN(C)S(=O)(=O)c1ccc(-n2cccn2)cc1	10.8	.	-0.4

Further records.
[21] Cc1ccc(CNS(=O)(=O)c2c(C)n(C)c(=O)n(C)c2=O)cc1
[22] CO[C@H]1CN(C)C(=O)c2cc(NC(=O)c3cccc(F)c3)ccc2OC[C@@H](C)N(CC2CC2)C[C@H]1C
[23] COCC(C)NC(=O)CCSc1nc(-c2ccc(OC)cc2)cc(C(F)(F)F)n1 (centres undefined)
[24] O=C1CCN(S(=O)(=O)c2ccc(Cl)cc2)CCN1
[25] Cn1cnnc1SCC(=O)NCc1cccc(C(F)(F)F)c1
[26] O=C1CCC([N+](=O)[O-])C(c2cccc3ccccc23)N1 (centres undefined)
[27] COc1ccccc1C(=O)Nc1ccc2c(c1)C(=O)N(C)C[C@H](OC)[C@H](C)CN(CC1CC1)[C@@H](C)CO2
[28] COc1ccc(NC(=O)N(C)C[C@@H]2OCCCC[C@H](C)Oc3ccc(NC(=O)Nc4ccc5c(c4)OCO5)cc3C(=O)N([C@@H](C)CO)C[C@H]2C)cc1
[29] CCN(CC(=O)NCc1ccc(F)cc1)C(=O)c1cccnc1SC
[30] COc1cccc(S(=O)(=O)N2C[C@@H](O)COC[C@H]3O[C@H](CC(=O)N4CCCCC4)CC[C@@H]32)c1

compound no.	21	22	23	24	25	26	27	28	29	30
E-sel inducer	-1.1	0.0	.	-0.2	.	.	-0.2	2.1	.	-0.1
ERAP1 inh	-1.4	-1.2	7.0	8.6	-0.3	-7.9	2.0	1.4	-1.0	-0.5
RAD52 anneal inh	-2.9	0.1	-7.4	-9.2	-12.0	-10.0	3.8	17.8	-15.5	-1.7
XiGFP reactiv	0.0	0.2	.	0.9	.	0.2	0.1	0.0	0.2	0.4
esBAF inh	.	-0.5	.	-1.4	3.9	-3.1	-2.4	5.5	-1.8	-3.5
RAD54 inh	.	-6.1	-6.9	-4.7	10.4	-8.8	6.3	-4.1	-1.1	0.4
ERp5 block	4.9	-1.1	-5.4	3.5	5.7	6.8	-3.8	0.8	-9.5	-0.5
S100A4 MyoIIA	-2.0	-10.5	-2.3	-4.3	-1.7	-7.4	-0.6	9.4	1.8	-10.3

[31] CC1=C(C(=O)N2CCCC(C(=O)c3cccc(C(F)(F)F)c3)C2)OCCO1 (centres undefined)
[32] CC(=O)c1nn(-c2ccccc2)cc1C(=O)c1ccc(Br)cc1
[33] COCc1cn(CC[C@H]2CC[C@@H](NC(=O)Nc3ccc(OC)cc3)[C@H](CO)O2)nn1
[34] CC1(C)CN(c2ccc(N3CC(C)(C)C3=O)cc2)C1=O
[35] O=C1OCc2cc(-n3cccc3)ccc21
[36] CCCNC(=O)[C@H]1N[C@H]2c3ccc(C4=CCCC4)c(=O)n3C[C@H]2[C@@H]1CO
[37] COc1ccc(S(=O)(=O)N2CCOC23CCN(C(=O)c2ccccc2Br)CC3)cc1
[38] Cc1ccc(CNC(=O)C2CCC(=O)N(CCc3ccc(Cl)cc3)C2)s1 (centres undefined)
[39] CCOC(=O)C1=C(C(=O)OCC)C2N(Cc3ccc(C#N)cc3)c3ccccc3[C@@]23C[C@@H](C(=O)OC)N(S(=O)(=O)c2ccc(F)cc2)C3=N1 (some centres undefined)
[40] Nc1nc(SCC(=O)NCCc2ccccc2)[nH]c(=O)c1-c1ccccc1

compound no.	31	32	33	34	35	36	37	38	39	40
E-sel inducer	.	.	-2.6	.	4.5	0.0	.	-0.2	-0.1	-0.9
ERAP1 inh	-0.4	-4.8	-2.7	-0.6	-0.3	-0.6	-1.5	-1.3	-1.3	-0.9
RAD52 anneal inh	-15.1	-13.0	-46.7	-2.4	-16.9	-43.8	-30.9	-82.2	-2.7	-9.7
XiGFP reactiv	0.1	0.1	-0.9	0.0	0.0	0.1	0.1	0.0	0.3	0.1
esBAF inh	.	.	1.8	.	0.9	-1.7	0.5	-2.6	.	.
RAD54 inh	.	.	-11.0	.	1.6	-1.4	2.7	-0.1	.	.
ERp5 block	-4.7	3.1	-1.8	-2.4	2.8	0.5	0.7	-5.3	6.9	-6.8
S100A4 MyoIIA	-1.0	5.5	12.5	4.6	0.4	0.4	-1.6	-8.4	-4.5	-10.8

[41] COc1ccc(NC(=O)Nc2cccc3c2O[C@H](CN(C)C(=O)Nc2ccc(C(F)(F)F)cc2)[C@H](C)CN([C@@H](C)CO)C3=O)cc1
[42] CC(=O)NC(C(=O)N1CCC(c2nc3ccccc3s2)CC1)C(C)C (centres undefined)
[43] C[C@H]1CN([C@@H](C)CO)C(=O)c2cc(C#Cc3cccnc3)cnc2O[C@@H]1CN(C)S(=O)(=O)c1ccccc1F
[44] O=C(NCC1CCCCC1)[C@H]1[C@H](CO)[C@H]2Cn3c(cccc3=O)[C@@H]1N2C(=O)c1ccncc1
[45] Cc1ccc(Nc2nnc(SC3CCOC3=O)s2)c(C)c1 (centres undefined)
[46] O=C(NCC1CC1)[C@@H]1[C@@H](CO)[C@@H]2Cn3c(ccc(-c4ccncc4)c3=O)[C@H]1N2Cc1nccs1
[47] Cc1ccccc1-c1ccc([C@H]2[C@H](CO)N3CCCCN(C(=O)c4cccnc4)C[C@@H]23)cc1
[48] CCOc1cccc(N(C(=O)CCC(=O)Nc2cc(C)on2)C(C(=O)NC(C)(C)C)c2ccc(OC)cc2)c1 (centres undefined)
[49] NCC12CC3CC(C1)CC(c1ccc(Br)cc1)(C3)C2
[50] O=C(CSc1nnc(Cc2ccccc2)o1)NCc1ccc2c(c1)OCO2

compound no.	41	42	43	44	45	46	47	48	49	50
E-sel inducer	0.2	0.6	0.0	-0.1	4.0	1.1	0.3	0.0	0.0	3.8
ERAP1 inh	.	-3.1	-1.6	0.0	.	0.3	1.5	3.1	3.8	-1.5
RAD52 anneal inh	.	-14.5	11.8	-6.1	.	-8.1	-3.2	-13.6	56.6*	-14.1
XiGFP reactiv	0.3	-0.1	-1.2	0.1	0.0	-0.1	0.1	0.0	0.0	-0.3
esBAF inh	-3.3	-1.1	3.0	-2.0	-2.5	2.4	1.8	-2.8	-2.4	-4.1
RAD54 inh	-9.8	-4.0	-0.3	7.0	-13.3	1.4	-17.9	-10.5	8.7	5.4
ERp5 block	.	0.1	-2.0	-5.3	.	0.7	0.2	3.2	-8.3	-0.4
S100A4 MyoIIA	.	-4.9	3.4	-3.8	.	6.0	0.0	-3.7	55.8	4.3

One compound at a time, from the list above:
`Cc1ccccc1-c1ccc([C@H]2[C@H](CO)N3CCCCN(C(=O)c4cccnc4)C[C@@H]23)cc1` across the screens: E-sel inducer: 0.3; ERAP1 inh: 1.5; RAD52 anneal inh: -3.2; XiGFP reactiv: 0.1; esBAF inh: 1.8; RAD54 inh: -17.9; ERp5 block: 0.2; S100A4 MyoIIA: 0.0
`O=C(CSc1nnc(Cc2ccccc2)o1)NCc1ccc2c(c1)OCO2` across the screens: E-sel inducer: 3.8; ERAP1 inh: -1.5; RAD52 anneal inh: -14.1; XiGFP reactiv: -0.3; esBAF inh: -4.1; RAD54 inh: 5.4; ERp5 block: -0.4; S100A4 MyoIIA: 4.3
